Bioassay records: PubChem BioAssay, several laboratories
SIAH1 antagonists: blockers of Siah-1 interaction with plectin peptide – biochemical, fluorescence polarization, rhodamine-plectin, uHTS, primary screen (AID 1817); Siah-1 / rhodamine-plectin peptide fluorescence polarization; higher % means a stronger effect; 290,000 tested, 0.02% active; displacement, % at 20 µM, or IC50 in µM where a hit was titrated;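 active means displacement of at least 50% at 20 µM, with a fluorescence ratio check between 0.3 and a set limit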;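 further: plate controls were Siah plus tracer with DMSO for no effect and tracer alone without Siah for full effect; strong numbers were not always called active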
Salmonella PhoP GFP: inhibitors of PhoP regulon expression, primary screen, Salmonella Typhimurium, GFP reporter (AID 1863); S. Typhimurium PhoP-regulated promoter GFP reporter, 4 h; higher % means a stronger effect; inhibition, % at 50 µM, or IC50 in µM where a hit was titrated; 300,000 tested, 0.16% active;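 active means inhibition over 29.93%, a cutoff 3 SD above the screen mean, later confirmed by dose response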;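 further: 0% = low Mg2+ inducing control and 100% = high Mg2+ repressing control; strong numbers were not always called active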
West Nile antiviral: West Nile virus antiviral activity, cell-based, CPE readout (AID 1621); West Nile virus-infected cells, CPE inhibition; higher % means a stronger effect; 290,000 tested, 0.02% active; one-dose CPE inhibition, % at 10 µM; IC50 in µM for titrated hits; in the data active means a potency from the dose series; further: strong numbers were not always called active
The depositor's hits bear a star. Some of the compounds tested, so the mix of outcomes need not match the whole.

SIAH1 antagonists,Salmonella PhoP GFP,compound,West Nile antiviral
4%,1%,CC(=O)NC(Cc1ccc(F)cc1)C(=O)NC1CCN(C(=O)NCc2ccccc2)CC1 (stereo not given),-0.1%
4%,0%,Cc1ccc(CS(=O)(=O)CCC(=O)NCc2ccc(F)cc2)cc1,-0.4%
8%,0%,COc1cc(C2C(C(=O)C(C)(C)C)=C(O)C(=O)N2Cc2ccccc2)ccc1O (stereo not given),1.3%
5%,-12%,CCOc1ccccc1N1CCN(C(=O)c2cc3c(C)cc(C)cc3[nH]2)CC1,-0.8%
4%,0%,Cc1nc2ccc(NC(=O)c3cccs3)cc2s1,-0.3%
-5%,8%,COc1ccc(CNC(=O)CCNS(=O)(=O)c2cc(Br)cnc2N)cc1,0.6%
-4%,4%,Cn1nnnc1SCC(=O)Nc1ccc(Cl)cn1,-0.5%
7%,-5%,C=CCNC(=O)/C(=C\c1ccco1)NC(=O)c1ccco1,-0.2%
-3%,9%,COc1ccc(CN(C)S(=O)(=O)c2nnc(NC(=O)c3ccccc3OC)s2)cc1OC,0.0%
-1%,-1%,Cc1ccc(S(=O)(=O)N(C)c2ccc(C(=O)NCC(c3cccs3)N3CCOCC3)cc2)cc1 (stereo not given),1.2%
4%,9%,CCn1cc(C(=O)NCCC(C)C)c(=O)c2cc(F)c(N3CCN(C)CC3)cc21,0.4%
-5%,6%,COc1cc(C)c(CN2CCSCC2)cc1C,-0.9%
2%,6%,O=C(Cc1ccc(Cl)cc1)NCCCNC(=O)c1cccnc1,0.9%
-2%,-13%,C=CCN(C(=O)CNC(=O)c1ccco1)C(C(=O)NC1CCCC1)c1ccc(OC)cc1 (stereo not given),-0.1%
-1%,10%,COc1cccc(NC(=O)c2cc3ccccc3o/c2=N\O)c1,-0.9%
-2%,1%,Cc1ccc(NC(=O)Cn2cc(C(=O)C3CC3)c3ccccc32)c(C)c1,-0.3%

Compound profiles, from the list above. Order of values: SIAH1 antagonists, Salmonella PhoP GFP, West Nile antiviral
Cc1ccc(S(=O)(=O)N(C)c2ccc(C(=O)NCC(c3cccs3)N3CCOCC3)cc2)cc1 (stereo not given) is listed as -1%, -1%, 1.2%
COc1ccc(CNC(=O)CCNS(=O)(=O)c2cc(Br)cnc2N)cc1 is listed as -5%, 8%, 0.6%
Cn1nnnc1SCC(=O)Nc1ccc(Cl)cn1 is listed as -4%, 4%, -0.5%
Cc1nc2ccc(NC(=O)c3cccs3)cc2s1 is listed as 4%, 0%, -0.3%
Cc1ccc(CS(=O)(=O)CCC(=O)NCc2ccc(F)cc2)cc1 is listed as 4%, 0%, -0.4%

(more compounds)
SIAH1 antagonists,Salmonella PhoP GFP,compound,West Nile antiviral
3%,-3%,CCn1c(=S)sc2c(=O)n(CC(=O)Nc3ccccc3OC)c(C)nc21,0.3%
-3%,-7%,Cc1c(C(=O)Nc2c(F)cc(F)cc2Br)sc2ncn(CC(=O)N3CCCC3)c(=O)c12,0.6%
6%,-10%,CC(C)(C)CC(=O)Nc1ccc(-c2nnc3n2CCCCC3)cc1,-0.1%
0%,1%,O=C(CN(Cc1ccco1)C(=O)CNS(=O)(=O)c1ccc(F)cc1)NCc1ccco1,0.3%
17%,-2%,COc1cccc(CN2CCC(C(=O)N3CCN(Cc4ccc5c(c4)OCO5)CC3)CC2)c1,-0.7%
2%,12%,CCCCC(NC(=O)CCc1c(C)c2cc3c4c(oc3c(C)c2oc1=O)CCCC4)C(=O)O (stereo not given),0.0%
-2%,6%,COc1ccc(-n2nc3c(c2NC(=O)c2ccc4c(c2)OCO4)CS(=O)(=O)C3)cc1,0.6%
-3%,3%,COc1cc(CN2CCCC(CO)(Cc3cccc(Cl)c3)C2)cc(OC)c1O (stereo not given),-0.5%
0%,7%,COc1ccc(CNC(=O)CSc2nnc(NC(=O)c3ccccc3F)s2)cc1,0.2%
-2%,-4%,COc1ccc(S(=O)(=O)NC(C)C(=O)N2CCCC2)cc1Cl (stereo not given),1.1%
-2%,-12%,Cn1c2ccccc2c2cnn(CC(=O)NCCCN3CCN(c4ccccc4F)CC3)c(=O)c21,-0.6%
4%,5%,CCOc1ccc(OCC(O)CN2CCN(S(=O)(=O)c3cccc(C(F)(F)F)c3)CC2)cc1 (stereo not given),-0.4%
-2%,2%,O=C(COc1ccc(S(=O)(=O)N2CCCCC2)cc1)N1CCCC1,0.1%
-3%,0%,COc1ccc(/C=N/NC(=O)c2ccn[nH]2)cc1CSc1ccccn1,0.9%
0%,-4%,CC(=O)Nc1ccc(NC(=O)C(C)OC(=O)c2ccc(N(C)C)cc2)cc1 (stereo not given),0.5%
2%,0%,O=C(c1ccc2c(=O)n(Cc3ccc(Cl)cc3)c(=S)[nH]c2c1)N1CCCC1,-0.8%
-2%,-2%,CCN1CCN(c2ccc(NC(=O)COc3ccc([N+](=O)[O-])cc3)cc2)CC1,-0.2%
-2%,-2%,COc1ccc(CNC(=O)CNC(=O)CNS(=O)(=O)c2ccc(C)c(C)c2)cc1,-0.4%
8%,-4%,O=C(Nc1ccc(S(=O)(=O)Nc2ncccn2)cc1)C1CC(=O)N(c2ccc(Cl)cc2)C1 (stereo not given),-0.3%
8%,1%,Fc1cccc(Cl)c1CSC1=NCCS1,-0.1%
-1%,-3%,COc1ccccc1NC(=O)c1c[nH]c2ccccc12,-0.2%
1%,9%,CCN(CC)CCCNC(=S)N(CCO)Cc1cc2cc3c(cc2[nH]c1=O)OCO3,0.2%
3%,0%,COc1ccc(C(=O)Nc2ccccc2C(=O)N2CCOCC2)cc1OC,0.8%
4%,-1%,CN(Cc1cnn(-c2ccccc2)c1)C(=O)C1CCC(=O)N(C2CC2)C1 (stereo not given),-0.7%
7%,1%,CN(C)C(CNC(=O)C1CCN(S(=O)(=O)c2cccc(C(F)(F)F)c2)CC1)c1ccccc1 (stereo not given),-0.6%
-6%,-5%,CCn1ccnc1CN(C)C(=O)C1CCC(=O)N(Cc2cccc(C(F)(F)F)c2)C1 (stereo not given),0.6%
-1%,13%,CC1CCc2cc(F)ccc2N1S(=O)(=O)c1ccc(F)cc1 (stereo not given),-0.5%
2%,0%,CC(C)N(Cc1cnn(C)c1)C(=O)c1ccc(OC2CCN(Cc3ccccn3)CC2)cc1,-0.4%
3%,-5%,O=C(CCC(=O)Nc1ccccc1)N/N=C/c1cccnc1,-0.3%
7%,-3%,CCC(C)Sc1nnc(NC(=O)C2CCN(C(=O)c3ccco3)CC2)s1 (stereo not given),-0.8%
12%,4%,Cc1ccc(N(CC(=O)NC2CCCC2)C(=O)CCC(=O)Nc2ccccn2)cc1,-0.7%
-5%,6%,Cn1cc(C(=O)NCc2ccc(Cl)cc2)c(=O)c2cc(S(=O)(=O)N3CCOCC3)ccc21,-0.2%
10%,-3%,O=C(CS(=O)(=O)c1ccccc1)NCc1ccccc1,-0.4%
2%,-2%,COc1cccc(-c2cc(C(=O)NCC3CCCO3)c3cc(C)cc(C)c3n2)c1 (stereo not given),0.2%
-3%,8%,CCCN1C(=O)c2ccc(C(=O)Nc3cc(C)ccc3O)cc2C1=O,0.1%
-2%,20%,COc1ccc2cc(C(=O)N3CCN(c4cccc(C)c4C)CC3)[nH]c2c1,-1.0%
-3%,-1%,Cc1cc(OCC(=O)N2CCN(c3ccccc3)CC2)c2c(C)c(C)c(=O)oc2c1,2.9%
3%,7%,COc1ccc2[nH]c3c(c2c1)CCN1C(=O)N([C@@H](C)C(=O)NCCc2ccc(OC)c(OC)c2)C(=O)[C@]31C,-1.0%
6%,0%,CCc1ccc(/C(C)=N/NC(=O)CNC(=O)/C=C/c2ccccc2OC)cc1,-0.2%
2%,8%,Cc1ccsc1CNCC(O)c1ccccc1 (stereo not given),-0.4%

The list goes on, starting with the last 4 of the part before.
SIAH1 antagonists,Salmonella PhoP GFP,compound,West Nile antiviral
-3%,-1%,Cc1cc(OCC(=O)N2CCN(c3ccccc3)CC2)c2c(C)c(C)c(=O)oc2c1,2.9%
3%,7%,COc1ccc2[nH]c3c(c2c1)CCN1C(=O)N([C@@H](C)C(=O)NCCc2ccc(OC)c(OC)c2)C(=O)[C@]31C,-1.0%
6%,0%,CCc1ccc(/C(C)=N/NC(=O)CNC(=O)/C=C/c2ccccc2OC)cc1,-0.2%
2%,8%,Cc1ccsc1CNCC(O)c1ccccc1 (stereo not given),-0.4%
-2%,-8%,Cc1ccc(C(=O)Nc2c(N)nc(SCC(=O)NCC3CCCO3)[nH]c2=O)cc1 (stereo not given),0.0%
25%,-6%,CCc1nnc(NC(=O)CSc2sc3c(O)cc(=O)[nH]c3c2C#N)s1,-0.7%
-4%,6%,Cc1onc(-c2c(Cl)cccc2Cl)c1C(=O)N1CCN(Cc2ccccc2)CC1,-0.7%
-8%,-1%,CCC(C)[C@H](NC(=O)N1CC(=O)Nc2ccccc21)C(=O)N1CCC[C@H]1C(=O)O (stereo not given in full),-0.1%
-7%,-6%,Brc1ccc(CNCC2CCCO2)cc1 (stereo not given),-0.3%
-5%,5%,COc1ccc(OC)c2c1cc(C(=O)N[C@H](C(=O)N1CCC(C(=O)O)CC1)C(C)C)n2C,0.7%
8%,0%,Cc1cc(C)cc(NC(=O)CC2Oc3ccc(C)cc3NC2=O)c1 (stereo not given),-0.7%
4%,2%,COc1ccccc1NC(=O)N1CCC(NC(=O)C2CCCCC2)CC1,-0.5%
2%,-6%,COc1ccc(-c2cc(C(=O)Nc3c(C)n(C)n(-c4ccccc4)c3=O)c3ccccc3n2)cc1OC,0.1%
8%,13%,Cc1ccc(NC(=O)CCNS(=O)(=O)c2cccs2)cc1F,0.3%
13%,0%,O=C(c1cccs1)N1CCC(c2nc3c(nnn3Cc3c(Cl)cccc3Cl)c(=O)[nH]2)CC1,-0.3%
-4%,1%,O=C(Nc1ccccn1)c1cccc(S(=O)(=O)N2CCCC2)c1,-0.6%
5%,3%,COc1ccccc1CN1CC(C(=O)N(CCO)Cc2cccs2)CCC1=O (stereo not given),-0.5%
5%,0%,Cc1ccc(N(C(=O)c2csnn2)C(C(=O)NC2CCCCC2)c2cccnc2)c(C)c1 (stereo not given),-1.3%
0%,4%,Cc1ccc(C(=O)C2=C(O)C(=O)N(c3ncccn3)C2c2ccccc2F)o1 (stereo not given),0.2%
-5%,11%,COc1ccc(CCNC(=O)c2cc3c(=O)n4ccccc4nc3n(CCCN3CCOCC3)c2=N)cc1OC,-0.2%

Limited to SIAH1 antagonists, for 2 of the compounds above:
| compound | SIAH1 antagonists |
| --- | --- |
| O=C(c1cccs1)N1CCC(c2nc3c(nnn3Cc3c(Cl)cccc3Cl)c(=O)[nH]2)CC1 | 13% |
| O=C(Nc1ccccn1)c1cccc(S(=O)(=O)N2CCCC2)c1 | -4% |

Going on with the list:
SIAH1 antagonists,Salmonella PhoP GFP,compound,West Nile antiviral
5%,-4%,O=[N+]([O-])c1ccccc1S(=O)(=O)N1CCN(Cc2ccccc2)CC1,-0.9%
12%,0%,Cc1cc(Cl)ccc1C(=O)C1CCCN(C(=O)CCn2cncn2)C1 (stereo not given),-1.1%
-2%,7%,COc1cccc(OCCOc2ccc(/C=C3\C(=N)N4N=C(S(C)(=O)=O)SC4=NC3=O)cc2OC)c1,0.0%
-1%,-5%,Cc1oc(-c2ccc(Cl)cc2)nc1CN1CCCC(C(=O)NC2CC2)C1 (stereo not given),-0.1%
8%,-3%,CCN1CCN(CC(=O)Nc2ccc(N(C)C)cc2)CC1,-0.7%
18%,-3%,COc1ccc(-c2nnc(NC(=O)c3ccco3)s2)cc1,0.3%
-1%,6%,CCN1CCN(S(=O)(=O)Cc2ccccc2Cl)CC1,0.1%
3%,11%,CC1CN(C(=O)c2cc3cc(F)ccc3[nH]2)CC(C)O1 (stereo not given),-0.9%
5%,11%,COc1ccccc1NC(=O)/C(=C\c1cccnc1)NC(=O)c1ccc(C)cc1,0.2%
6%,4%,Cc1[nH]c(-c2ccc(F)cc2)cc1C(=O)N1CCN(c2cccc(Cl)c2)CC1,-1.5%
-1%,-9%,Cc1ccc(N(CC(=O)NC2CCCCC2)S(=O)(=O)c2c(C)nn(C)c2C)cc1,-0.3%
-4%,5%,COc1ccc(C(=O)NC2CC(C)(C)Cc3c2cnn3-c2ccccc2)cc1OC (stereo not given),-0.1%
-6%,6%,O=C(CNC(=O)c1ccco1)N=Nc1c(O)[nH]c2ccc([N+](=O)[O-])cc12,-0.8%
57%,5%,Cn1c(NN)nc2c1c(=O)n(Cc1ccccc1)c(=O)n2C,-0.7%
-4%,8%,COC(=O)c1cc(S(=O)(=O)NCc2ccccc2OC)cn1C,-0.4%
6%,3%,OC(c1ccc(F)cc1)(C1CCCCC1)C(CN1CCOCC1)c1ccccc1 (stereo not given),-0.9%
-3%,2%,COc1ccccc1NC(=O)/C=C\c1ccco1,-1.2%
0%,12%,Cc1ccsc1C(C(=O)NCc1ccccc1)N(C(=O)c1csnn1)c1ccccc1 (stereo not given),-0.1%
-5%,19%,Nc1ccccc1-c1nc2ccccc2[nH]c1=O,-0.5%
0%,12%,CC(C)CNS(=O)(=O)c1cc(C(=O)OC2CCOC2=O)c(Cl)cc1Cl (stereo not given),-0.1%
6%,-3%,CCCC1C(=O)Nc2ccccc2N1C(=O)c1cccc(C)c1 (stereo not given),-0.7%
0%,6%,COc1ccc(/C(C)=N/NC(=O)CNC(=O)c2cccnc2)cc1OC,-0.7%
-1%,4%,O=C(NCc1ccccc1)c1ccc2c(=O)n3c(nc2c1)CCCCC3,-0.8%
6%,8%,Cc1ccc(C(=O)N2CCOCC2)cc1S(=O)(=O)N1CCOCC1,-0.5%
11%,10%,CC(=O)Nc1ccc(NC(=O)Nc2ccccc2)cc1,-0.1%
